HP1b chromo inh = HTS for Inhibitors of HP1-beta Chromodomain Interactions with Methylated Histone Tails; AID 540317, 2011; Potency, µM (top dose mostly 114 µM), without a hit: at the highest dose activity change, negative = inhibition, actives largely listed as inhibitors; AlphaScreen HP1-beta / biotin-H3K9me3 peptide binding; actives 0.56% (n = 390,000); Chromobox protein homolog 1 (Homo sapiens), P83916; note: nearly all actives have a fitted effect of over 70% in size; inactives centre near 23
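AlphaScreen: HP1-beta (50 nM) preformed 30 min with biotin-H3(1-18)K9me3 peptide (50 nM) in PBS pH 7.4, 0.01% Tween-20. Compound added for 30 min at RT, then streptavidin donor/nickel chelate acceptor beads (10 ug/mL) for 30 min.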
POLI inh = qHTS for Inhibitors of Polymerase Iota; Pol iota fluorescent replication assay, 10 min; Potency, µM (series often up to 115 µM), without a hit: at the highest dose activity, negative = inhibition, actives largely listed as inhibitors; actives 1% (n = 390,000); AID 588590, 2011
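Pol iota at 10 nM preincubated 15 min with compounds at room temperature; reaction started with fluorescent substrate, 50 nM final. Fluorescence read kinetically at 0 and 10 min; buffer-only wells as negative control.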
PGK inhibitor = qHTS Assay to Find Inhibitors of Phosphoglycerate Kinase | Phosphoglycerate kinase, glycosomal (Trypanosoma brucei brucei), P07378 | PGK/GAPDH coupled, Kinase-Glo luminescence, 60 min | Potency, µM (highest dose often 57.5 µM), for inactives: top-dose activity change, negative = inhibition, usual class: inhibitors | actives 0.043% (n = 380,000); note: % is set by controls: 0 for no effect and ±100 for the full control effect; nearly all actives have a fitted effect of over 60% in size
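Luminescent ATP detection (Kinase-Glo Plus) follows a 60-minute room-temperature incubation, with wells lacking PGK as controls. Buffer: 100 mM TEA (pH 7.6), 5 mM MgCl2, 0.01% Tween-20. Coupling enzyme GAPDH (100 nM final) supplies unstable 1,3-BPG in-well.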
G9a inh = qHTS Assay for Inhibitors of Histone Lysine Methyltransferase G9a; Histone-lysine N-methyltransferase EHMT2 (Homo sapiens), Q96KQ7; G9a H3K9 monomethylation, AlphaScreen, 2 h; actives 8.8% (n = 350,000); AID 504332, 2011; Potency, µM (highest dose often 102 µM), for the others: at the highest dose activity, negative = inhibition, usual class: inhibitors; note: % is set by controls: 0 for no effect and ±100 for the full control effect; nearly all actives have a fitted effect of over 75% in size
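Quantitative HTS format: methyltransferase activity on a biotin-tagged H3K9 peptide is measured by AlphaScreen, using a rabbit anti-monomethyl-H3K9 antibody with streptavidin donor and anti-IgG acceptor beads. Final levels are 20 nM enzyme, 500 nM peptide, 20 uM SAM; 2 h RT.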
BAZ2B inh = qHTS Assay for Inhibitors of BAZ2B; Bromodomain adjacent to zinc finger domain protein 2B (Homo sapiens), Q9UIF8; AlphaScreen BAZ2B-H3K14Ac peptide displacement; Potency, µM (highest dose often 114 µM), for inactives: top-dose activity change, negative = inhibition, most hits filed as inhibitors; actives 4.4% (n = 360,000); note: % is set by controls: 0 for no effect and ±100 for the full control effect; nearly all actives have a fitted effect of over 60% in size
Target sequence (Q9UIF8 whole entry, looked up, the tested form may be a part): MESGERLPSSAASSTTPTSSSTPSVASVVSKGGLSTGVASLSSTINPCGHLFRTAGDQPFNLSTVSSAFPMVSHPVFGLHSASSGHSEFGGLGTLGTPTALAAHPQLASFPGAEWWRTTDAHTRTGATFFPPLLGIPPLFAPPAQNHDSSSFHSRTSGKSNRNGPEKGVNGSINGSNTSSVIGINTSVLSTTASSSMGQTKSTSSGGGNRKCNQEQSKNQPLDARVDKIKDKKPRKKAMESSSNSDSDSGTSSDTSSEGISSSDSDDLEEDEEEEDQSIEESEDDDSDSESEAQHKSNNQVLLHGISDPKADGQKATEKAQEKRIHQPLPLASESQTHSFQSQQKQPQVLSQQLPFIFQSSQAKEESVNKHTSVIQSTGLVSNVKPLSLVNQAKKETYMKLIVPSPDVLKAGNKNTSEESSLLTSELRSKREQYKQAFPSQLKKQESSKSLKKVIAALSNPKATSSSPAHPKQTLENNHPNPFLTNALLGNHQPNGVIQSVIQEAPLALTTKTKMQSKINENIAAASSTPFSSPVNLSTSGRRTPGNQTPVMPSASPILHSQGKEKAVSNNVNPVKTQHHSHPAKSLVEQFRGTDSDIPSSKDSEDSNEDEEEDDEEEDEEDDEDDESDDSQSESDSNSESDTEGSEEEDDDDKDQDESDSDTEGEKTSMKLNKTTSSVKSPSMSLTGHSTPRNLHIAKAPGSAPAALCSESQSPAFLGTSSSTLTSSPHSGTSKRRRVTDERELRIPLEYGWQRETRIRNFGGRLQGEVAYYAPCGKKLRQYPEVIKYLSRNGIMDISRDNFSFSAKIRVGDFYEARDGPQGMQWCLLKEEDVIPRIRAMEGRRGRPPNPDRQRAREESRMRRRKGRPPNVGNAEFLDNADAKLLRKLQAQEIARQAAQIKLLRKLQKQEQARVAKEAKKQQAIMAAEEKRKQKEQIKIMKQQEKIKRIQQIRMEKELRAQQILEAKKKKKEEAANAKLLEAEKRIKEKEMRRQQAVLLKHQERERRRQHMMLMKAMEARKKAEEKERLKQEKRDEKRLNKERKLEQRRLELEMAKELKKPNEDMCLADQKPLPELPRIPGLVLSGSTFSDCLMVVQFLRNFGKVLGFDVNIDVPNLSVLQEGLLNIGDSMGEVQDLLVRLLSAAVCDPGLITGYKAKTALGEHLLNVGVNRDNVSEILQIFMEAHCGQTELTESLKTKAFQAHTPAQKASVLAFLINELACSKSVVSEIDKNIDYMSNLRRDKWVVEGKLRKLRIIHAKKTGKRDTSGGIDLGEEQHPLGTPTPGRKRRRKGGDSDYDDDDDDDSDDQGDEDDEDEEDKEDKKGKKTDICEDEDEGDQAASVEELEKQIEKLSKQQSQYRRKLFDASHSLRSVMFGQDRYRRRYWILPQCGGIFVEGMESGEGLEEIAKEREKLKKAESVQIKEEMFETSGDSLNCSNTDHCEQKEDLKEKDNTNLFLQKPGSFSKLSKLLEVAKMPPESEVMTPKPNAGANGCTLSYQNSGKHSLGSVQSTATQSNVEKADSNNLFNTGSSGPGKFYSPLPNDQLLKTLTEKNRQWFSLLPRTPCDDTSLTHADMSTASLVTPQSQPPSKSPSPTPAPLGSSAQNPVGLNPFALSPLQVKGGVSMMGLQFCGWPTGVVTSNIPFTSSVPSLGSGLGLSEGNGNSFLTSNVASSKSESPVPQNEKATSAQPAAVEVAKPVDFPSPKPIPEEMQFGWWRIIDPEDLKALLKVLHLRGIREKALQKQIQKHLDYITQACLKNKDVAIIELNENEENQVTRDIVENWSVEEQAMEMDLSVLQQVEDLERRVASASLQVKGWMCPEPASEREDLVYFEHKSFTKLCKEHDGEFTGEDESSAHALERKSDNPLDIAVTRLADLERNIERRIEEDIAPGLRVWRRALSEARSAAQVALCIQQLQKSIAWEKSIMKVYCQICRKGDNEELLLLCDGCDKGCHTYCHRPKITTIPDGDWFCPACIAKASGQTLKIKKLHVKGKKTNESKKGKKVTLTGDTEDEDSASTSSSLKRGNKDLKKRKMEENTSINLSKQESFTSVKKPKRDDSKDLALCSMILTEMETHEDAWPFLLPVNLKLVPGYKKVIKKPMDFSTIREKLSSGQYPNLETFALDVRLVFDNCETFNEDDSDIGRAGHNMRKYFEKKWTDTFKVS
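AlphaScreen displacement of biotin-H3(5-23)K14Ac peptide (50 nM final) from BAZ2B (50 nM final) in PBS pH 7.4, 0.01% Tween-20; complex preformed 30 min RT, then compounds (top 110 uM) 30 min RT, beads 20 min dark.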
GLS inhibitor = qHTS for Inhibitors of Glutaminase (GLS); Glutaminase kidney isoform, mitochondrial (Homo sapiens), O94925; GLS enzymatic activity, qHTS titration; Potency, µM (highest dose often 45.5 µM), inactives show at the top dose activity change, negative = inhibition, actives largely listed as inhibitors; actives 0.21% (n = 410,000); note: % is set by controls: 0 for no effect and ±100 for the full control effect
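Read-out is an Amplex red fluorescence increase coupled through glutamate oxidase and HRP, measured before and after 30 min room-temperature incubation. hKGA is in 45 mM KH2PO4 (pH 8.2) with 0.02% Tween-20; glutamine added as 1mM solution.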
Pin1 inh = qHTS Assay to Find Inhibitors of Pin1. Potency, µM (series often up to 115 µM), inactives show at the highest dose activity, negative = inhibition, most hits filed as inhibitors. Pin1 FP peptide displacement, HiFluor488, 10 min. AID 504891, 2011. actives 0.009% (n = 390,000). Peptidyl-prolyl cis-trans isomerase NIMA-interacting 1 (Homo sapiens), Q13526; active = well fitted inhibition curve with a large enough effect in the polarisation, with a control signal flat, not every such curve was filed as active; inconclusive = small, poorly fitted or top-dose-only effect, or effect the other way, or a change in a side signal; inactive = no such curve, though single readings can be large or run the other way; the % refers to the polarisation; note: % is set by controls: 0 for no effect and ±100 for the full control effect
BLM helicase inh = qHTS Assay for Inhibitors of Bloom's syndrome helicase (BLM); RecQ-like DNA helicase BLM (Homo sapiens), P54132; recombinant BLM DNA unwinding, fluorescence dequenching; Potency, µM (titrated, usually from 56.1 µM), for inactives: at the highest dose activity change, negative = inhibition, usual class: inhibitors; actives 0.2% (n = 350,000);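 note: plate controls were vehicle for no effect and no enzyme for full effect; nearly all actives have a fitted effect of over 35% in size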
JMJD2A Tudor = qHTS Assay for Inhibitors of JMJD2A-Tudor Domain | Lysine-specific demethylase 4A (Homo sapiens), O75164 | AlphaScreen JMJD2A-Tudor / H3K4me3 peptide binding | Potency, µM (highest dose often 114 µM), inactives show at the highest dose activity change, negative = inhibition, most hits filed as inhibitors | actives 4.4% (n = 390,000) | AID 504339, 2011; note: % is set by controls: 0 for no effect and ±100 for the full control effect; nearly all actives have a fitted effect of over 50% in size
The depositor's hits bear a star; i = inactive; ? = inconclusive; / = no result given; & = joins results of further samples; [ ] = dose if it differs, or a comment. Unless noted, calls come from the whole dose curve; as a rule, active = well fitted curve in the direction sought with a large enough effect; inconclusive = small, poorly fitted or top-dose-only effect, or another doubt; inactive = no such curve, though single readings can be large; an effect the other way counts as inactive or inconclusive. Potency is the fitted concentration of half-maximal effect. Some of the compounds tested. The share of hits here may be higher or lower than overall.

SMILES	HP1b chromo inh	POLI inh	PGK inhibitor	G9a inh	BAZ2B inh	GLS inhibitor	Pin1 inh	BLM helicase inh	JMJD2A Tudor
CCn1c2ccccc2c2cc(/C=N/n3c(C)nnc3C)ccc21	21%	5%	-7%	23%[12.7 µM]	-30%	0%	1%	21%	-11%
COc1cccc(C(=O)NCc2ccccc2OC)c1	29%	38%[activator]	-7%	5%[59 µM]	8%	-1%	-16%	0%	-18%
O=C(Nc1ccccc1)N(CCc1ccncc1)C1CCCCC1	34%[activator]	-21%	-2%	/	/	-13%	-6%	/	-14%
Cc1ccc(NS(=O)(=O)c2c(C)[nH]c(=O)[nH]c2=O)cc1F	40%[activator]	-13%	-1%	-11%	3%	4%	-3%	0%	5%
Cn1nc(C(=O)N2CCN(c3ccc(Cl)cc3)CC2)c2c1-c1ccccc1SC2	41%[activator]	107%[activator]	-5%	?	1%	3%	-5%	1%	8%
CCN1CCN(C(=O)C(C)N(c2ccc(C)cc2)S(C)(=O)=O)CC1 (configuration not stated)	18%	5%	i	-26%[59 µM]	-1%	-1%	5%	-2%	6%
CC1CCCCC1NC(=O)COC(=O)c1ccc([N+](=O)[O-])o1 (configuration not stated)	8%	32µM*	2%	-34%	1%	2%	0%	/	-8%
Cn1c(=O)[nH]c(=O)c2c1nc(N/N=C/c1ccncc1)n2Cc1ccc(Cl)cc1	140%[activator]	109%[activator]	2%	/	-3%	-7%	11%	-11%	-32%
COc1ccc(N(Cc2nnc3n2CCCCC3)C(=O)Nc2cccc(C)c2)cc1Cl	24%[57 µM]	17%	-7%	11%[59 µM]	-1%	4%	-4%	1%	-7%
O=C(CCCOc1ccc(Cl)cc1Cl)NCCCn1ccnc1	37%	27%	-14%	/	-17%	-3%	2%	4%	-13%
Nc1ccc(Nc2ccc([N+](=O)[O-])cc2[N+](=O)[O-])cc1	?	7%	-3%	45µM*	28µM*	23%	-17%	-6%	?
Cc1ccc(NC(=S)N(Cc2ccco2)C2CCN(C(C)C)CC2)cc1	18%	11%	-10%	-6%[59 µM]	-9%	-3%	-10%	-8%	-15%
Fc1ccc(CSc2nnc3ccccn23)c(Cl)c1	48%[activator]	34%[activator]	-2%	-34%	-6%	-2%	5%	0%	-7%
Cc1occc1C(=O)NNC(=S)NC(=O)COc1ccc(Cl)cc1Cl	?	55%[activator]	0%	8.9µM*	-18%	-4%	-5%	-1%	-20%
CS(=O)(=O)N(CC(=O)N1CCCCCC1)c1ccc2c(c1)OCCO2	8%	?	/	?	4%	2%	-3%	-2%	-5%
O=C(Nc1cccnc1)c1cccc(-c2cc3ccccc3oc2=O)c1	26%	40%[activator]	i	-1%	?	-3%	60%[activator]	-3%	-27%
Cc1cc(=O)c(C(=O)O)nn1-c1ccc(Cl)cc1	18%[57 µM]	9%	0%	/	-15%	11%	-4%	2%	8%
CCOC(=O)c1c(S(=O)(=O)N2CCN(c3cc(Cl)ccc3C)CC2)c(C)n(C)c1C	-5%	-16%	-2%	-34%[59 µM]	-5%[57.1 µM]	-5%	?	-10%	?
Cc1cc(=O)oc2cc(OCc3ccc(C(=O)N4CCN(c5ccccc5)CC4)cc3)ccc12	4%	121%[activator]	i	8%[59 µM]	-10%	4%	3%	-20%	-26%
Cc1cccc(NC(=O)C2(C)Cc3ccccc3C(=O)O2)c1 (configuration not stated)	5%	32%[activator]	-2%	-35%[59 µM]	?	-4%	-3%	0%	-28%
CCOC(=O)c1ccc(N2C(=O)c3n[nH]c(-c4ccco4)c3C2c2ccc(O)c(OCC)c2)cc1 (configuration not stated)	-16%	?	-6%	?	/	15%	27%	-10%	?
COc1ccc(Cn2c(=S)[nH]c3ccccc32)cc1	33%	27%	i	1.8µM*	-30%	6%	1%	-4%	-23%
COc1ccccc1CN1COc2ccc3c(oc(=O)c4ccccc43)c2C1	21%	?	i	0.79µM*	5µM*	23%	0%	30%	?
O=C(c1ccc(Cl)cc1)N1CCN(c2ccc(F)cc2)CC1	28%	-3%	4%	10%[59 µM]	6%	15%	-10%	-9%	-11%
O=C(Nc1ccc(F)cc1)C1CCCN(S(=O)(=O)c2cccc3nonc23)C1 (configuration not stated)	39%	-19%	i	-15%	21%	0%	?	-3%	-5%
COC(=O)C1CC(=O)c2ccsc2C1 (configuration not stated)	35%	3%	2%	10%[59 µM]	-4%	3%	-7%	0%	0%
CC(C(=O)Nc1ccccc1Br)N1c2cccc3cccc(c23)S1(=O)=O (configuration not stated)	78%[activator]	35%[activator]	5%	9%	11%	6%	-3%	-8%	25%
O=C(CNC(=O)c1ccc(Cl)cc1Cl)NCC1CCCO1 (configuration not stated)	13%	39%[activator]	-14%	-4%	2%	3%	-4%	-1%	-16%
CCC1Oc2ccc(C)cc2N(CC(=O)NCCCN2CCCCC2CC)C1=O (configuration not stated)	55%[activator]	8%[58.9 µM]	-2%	-4%[59 µM]	-1%	3%	4%	-1%	-13%
Cc1nc(NC(=O)/C=C/c2ccccc2)sc1C(=O)N(C)C	21%	14%	1%	-4%[59 µM]	3%	16%	?	-1%	-13%

Filtered by structure, the entries above containing a nitro group on carbon
SMILES	HP1b chromo inh	POLI inh	PGK inhibitor	G9a inh	BAZ2B inh	GLS inhibitor	Pin1 inh	BLM helicase inh	JMJD2A Tudor
CC1CCCCC1NC(=O)COC(=O)c1ccc([N+](=O)[O-])o1 (configuration not stated)	8%	32µM*	2%	-34%	1%	2%	0%	/	-8%
Nc1ccc(Nc2ccc([N+](=O)[O-])cc2[N+](=O)[O-])cc1	?	7%	-3%	45µM*	28µM*	23%	-17%	-6%	?

(next part)
SMILES	HP1b chromo inh	POLI inh	PGK inhibitor	G9a inh	BAZ2B inh	GLS inhibitor	Pin1 inh	BLM helicase inh	JMJD2A Tudor
COCCOC(=O)C1=C(C)NC2(O)c3ccccc3C(=O)C12O (configuration not stated)	60%[activator]	32µM*	-1%	-33%[59 µM]	-12%	-6%	31%	-7%	5%
CCOc1nc(S(=O)(=O)c2ccc(C)cc2)c(Cl)s1	38%	82%[activator]	-8%	-43%	10%	2%	-2%	-4%	-5%
Cc1ccc(C(=O)C(C)OC(=O)c2cc3cc([N+](=O)[O-])ccc3oc2=O)cc1 (configuration not stated)	-4%	22%	/	?	-13%	9%	-11%	-5%	?
CCOCCCn1c(=N)c(C(=O)NC(C)c2ccccc2)cc2c(=O)n3cc(C)ccc3nc21 (configuration not stated)	18%	10%	-1%	-35%[59 µM]	5%	2%	?	0%	-4%
CCC[C@@H]1C[C@@]1(CCC)[C@@H](NP(=O)(c1ccccc1)c1ccccc1)c1ccc(C(=O)OC)cc1	8%	9%	0%	?	-30%	6%	?	-18%&-15%	-29%
CCOc1ccc(CCNC(=O)c2cn(-c3cccc(OC)c3)c(=O)c3ccccc23)cc1	38%	14%	8%	?	-19%	5%	12%	4%	-12%
O=C(Nc1cccc(C(F)(F)F)c1)c1cc2c(s1)-c1ccccc1OC2	62%[activator]	170%[activator]	3%	24%	5%	5%	0%	-6%	6%
CCNc1nc(OC)nc(SCC(=O)Nc2ccccc2)n1	43%[activator]	25%	-9%	-21%	-25%	-2%	0%	-4%	-1%
COc1ccc2sc3c(=O)[nH]c4ccccc4c3c2c1	-1%	3%	0%	-8%[12.7 µM]	0%[57.1 µM]	1%	1%	3%	-6%
Cc1cccc(C)c1NC(=O)C1CCN(C(=O)c2cccs2)CC1	27%	-16%	-4%	-3%[59 µM]	2%	1%	-1%	0%	5%
Cc1nn(-c2ccccc2)c(C)c1/C=C/C(=O)OC(C)C(=O)Nc1ncc(Cl)cc1Cl (configuration not stated)	24%	1%	-1%	2%[59 µM]	-9%	-6%	-8%	2%	-12%
O=C1OC(c2ccc(Cl)cc2)=N/C1=C\c1cccnc1	14%	5%	-6%	11%	3%[57.1 µM]	12%	-2%	-3%	-7%
CCOC(=O)C1CCCN(C(=O)CSCc2ccccc2)C1 (configuration not stated)	28%	13%	-9%	4%[12.7 µM]	-1%	10%	0%	-2%	7%
COc1cccc(CNC(=O)Cn2c(=O)n3nc(-c4cccc(F)c4)nc3c3ccccc32)c1	6%	-8%	-2%	-3%[59 µM]	3%	0%	-2%	1%	-15%
CC1CCCCC1NC(=O)C1CC(=O)N(Cc2ccccc2)C1 (configuration not stated)	32%	75%[activator]	-8%	/	0%	0%	-7%	0%	-12%
CC(O)CO (configuration not stated)	39%[activator]	3%	-2%	2%[0.501 µM]	4%	1%&-16%	2%	-14%	-23%
Cc1oc(-c2cccc(Br)c2)nc1CSc1nc2ncccc2[nH]1	-9%	13%	-2%	?	-8%	-7%	13%	-5%	-16%
Cc1ccc(S(=O)(=O)N2CCOCC2)cc1NC(=O)COC(=O)Cc1ccc(Cl)cc1	13%	5%	1%	/	/	7%	-4%	/	-20%
C=CC[C@@H](CC(=O)NCCO)C(=O)NC[C@@H](OC(=O)[C@H](CC=C)CC(=O)OC(C)(C)C)c1ccccc1	20%	27%	9%	/	/	0%	-11%	/	-9%
NS(=O)(=O)c1ccc(CCNC(=O)COC(=O)/C=C/c2ccc(Cl)cc2)cc1	22%	-7%	-4%	0%	-15%	1%	0%	1%	-17%
